# Bioassay records deposited in PubChem by several laboratories.
# M17LAP inhibition – P. falciparum M17LAP inhibitors, primary screen, biochemical, fluorogenic H-Leu-NHMec substrate, 1536-well (AID 1619); recombinant M17LAP, H-Leu-NHMec fluorogenic kinetic assay; higher % means a stronger effect; one-dose inhibition, % at 30 µM; IC50 in µM for titrated hits; actives 0.38% (n = 220,000);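 active = compound inhibiting the enzyme by more than half at any dose during confirmatory dose-response retesting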;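 note: plate controls were full reaction with DMSO carrier for no effect and no enzyme background for full effect; strong numbers were not always called active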
# Yfh1-off respiration – enhancers of respiration in Yfh1-depleted yeast, dose response, Friedreich's ataxia, plus single-dose screen (AID 1465). S. cerevisiae Yfh1-off respiration, WST-1 reduction, 72 h; higher fold induction means a stronger effect. fold induction at 50 µM, or EC50 in µM where a hit was titrated. actives 0.074% (n = 220,000);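 active = fold induction of absorbance versus untreated yeast above a set limit, then at least 30% activation at any dose in follow-up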;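 note: activators that raise dye reduction in frataxin-depleted yeast; strong numbers were not always called active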
# Autophagy HCS – autophagy modulation, high-content screen; AID 463193; actives 0.98% (n = 190,000); calls only at 10 µM (by protocol); MEF GFP-LC3 puncta imaging; test concentration mostly 10 µM;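 active = percentage of spot-positive cells more than 3 SD above its plate mean, without a fluorescence outlier flag or 80% toxicity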;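 note: spot-positive cell cutoff set from DMSO-treated cells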
# b-catenin transl – beta-catenin nuclear translocation modulation | actives 0.3% (n = 190,000) | AID 1665 | HeLa beta-catenin nuclear translocation, immunofluorescence imaging | nuclear translocation activity, % at 5 µM;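 active = nuclear translocation activity above 50% at 5 µM, with a well cell count of 50 or more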;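 note: per-cell ratio of nuclear to cytoplasmic median beta-catenin stain intensity; plate controls were DMSO negative control for no effect and GSK-3 inhibitor IX positive control for full effect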
#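 System: HeLa cells, endogenous beta-catenin; compound dosing: 5 µM primary single dose, 0.1% DMSO, 0.02–20 µM confirmation series; incubation: 24 h compound exposure at 37°C, 5% CO2; signal: beta-catenin immunofluorescence imaging with DAPI; evaluation: % activation, nuclear-to-cytoplasmic median beta-catenin signal ratio per cell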
# T cell HTS – T cell immune modulation candidate | 2C CD8+ T cell-vesicle binding, flow cytometry; active compounds read low | calls only at 7 µM | actives 0.068% (n = 330,000);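 active = response, share of CD8 T cells binding vesicles, and their 90th percentile fluorescence all below set limits, cut at about 80% in these data, passing the limit was not always enough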
#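 Incubation: binding step 1.5 h, 37 °C, antibody labelling 20 min, ice; system: murine 2C transgenic CD8+ T lymphocytes; technique: cytometric PE anti-B7-1 and Alexa647 anti-CD8 signals after 1% paraformaldehyde fixation; also added: QL9-charged Drosophila Ld/ICAM-1/B7-1 vesicles; control set: naked versus QL9-loaded vesicles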
# M1AAP inhibition – malaria alanyl aminopeptidase activity blockers – biochemical, fluorogenic H-Leu-NHMec substrate, 1536-well (AID 1445); recombinant M1AAP, H-Leu-NHMec fluorogenic kinetic assay; higher % means a stronger effect; inhibition, % at 30 µM, or IC50 in µM where a hit was titrated; actives 0.42% (n = 220,000);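 active = primary inhibition above the hit cutoff, then over 50% inhibition at one or more dose response concentrations, cut at about 23% in these data, passing the limit was not always enough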;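 note: plate controls were DMSO full reaction for no effect and no enzyme background for full effect; strong numbers were not always called active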
# Dynein cargo inh – blocks dynein driven cargo transport along microtubules; actives 0.47% (n = 220,000); 3617.4 mouse cells, GR-EGFP nuclear translocation imaging; test concentration mostly 20 µM; stimulated with dexamethasone, 1 µM; active compounds read low; z-score, hits read low; AID 1381;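 active = plate z-score of nuclear minus cytoplasmic receptor signal below a set negative limit, without overly bright fluorescence or cell loss, cut at about -3.5 in these data, passing the limit was not always enough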;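 note: z-score of nuclear minus cytoplasmic ring GR-EGFP intensity difference per well; some compounds called inactive have numbers as strong as hits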
#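 Buffer or medium: tet-free medium with charcoal-stripped serum / Also added: dexamethasone agonist, 1.0 µM final, for 30 min / Timing: induction 48 h, compound 1 h, agonist 30 min / Measured by: high-content fluorescence imaging after fixation / Read-out: nuclear-to-cytoplasmic GR-EGFP distribution per well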
# WT yeast gro inh – growth inhibition of WT yeast, mitochondrial fusion screen; mitochondrial fusion phenotypic screen, WT strain; inhibition, % at 10 µM; actives 2.1% (n = 190,000); in the data active = inhibition above about 58%; tested in S. cerevisiae
# MT stabilize HCS – stabilizes microtubules in HeLa cells; HeLa tubulin immunostaining HCS, 24 h; share of cells brighter than vehicle mean+2SD; % tubulin-high responders, % at 10 µM; actives 0.83% (n = 200,000); AID 2205;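 active = plate Z-score above 3 for both tubulin-high and condensed-nucleus cell shares, with cell loss under 80%, at 10 µM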;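 note: anti alpha tubulin signal scored within the nucleus-defined area of each cell; some results filed as inactive read as strong as hits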
# WT yeast gro inh mutant strain – second read-out of WT yeast gro inh, no call of its own (marks repeat the call); inhibition, %; mitochondrial fusion phenotypic screen, mutant strain inhibition
# Dynein cargo inh cytoplasmic EGFP – second read-out of Dynein cargo inh, no call of its own (marks repeat the call); z-score; measured here: cytoplasmic GR-EGFP intensity; active compounds read high
# Dynein cargo inh nuclear GR-EGFP – second read-out of Dynein cargo inh, no call of its own (marks repeat the call); z-score; measured here: nuclear GR-EGFP intensity;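 lower value marks the stronger effect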
# Dynein cargo inh cell count – second read-out of Dynein cargo inh, no call of its own (marks repeat the call); z-score; measured here: cell count per field
# b-catenin transl cell count 5 µM – also measured in b-catenin transl; calls as there; cell count; measured here: cell count, cytotoxicity flag
# T cell HTS vesicle-bound % – further read-out of T cell HTS, marked with its call; double positive events, %; measured here: CD8+ vesicle-bound cell fraction;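 binding gate set so that unloaded-vesicle control wells show 10% double positive cells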
# MT stabilize HCS Hoechst-high % – further read-out of MT stabilize HCS, marked with its call; % Hoechst-high responders; measured here: nuclear condensation Hoechst responders;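 share of cells brighter than vehicle mean plus two SD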
# MT stabilize HCS cytotoxicity % – second read-out of MT stabilize HCS, no call of its own (marks repeat the call); toxicity, %; measured here: cytotoxicity by cell density;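 0% = mean cell density of plate MIN control wells and 100% = no cells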
# Autophagy HCS cell loss 18 h – also measured in Autophagy HCS; calls as there; toxicity, %; measured here: cell loss, nuclei count;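 cell loss after 18 h compound exposure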
# The depositor's hits bear a star; i = inactive; · = no result given. Hits appear at their usual frequency; overall some 4.4% were active at least once.
structure	M17LAP inhibition	Yfh1-off respiration	Autophagy HCS	Autophagy HCS cell loss 18 h	b-catenin transl	b-catenin transl cell count 5 µM	T cell HTS	T cell HTS vesicle-bound %	M1AAP inhibition	Dynein cargo inh	Dynein cargo inh cytoplasmic EGFP	Dynein cargo inh nuclear GR-EGFP	Dynein cargo inh cell count	WT yeast gro inh	WT yeast gro inh mutant strain	MT stabilize HCS	MT stabilize HCS Hoechst-high %	MT stabilize HCS cytotoxicity %
O=C(O/N=C1\CCS(=O)(=O)c2sccc21)c1c(F)cccc1F	-4%	i	i	-9	-1.4	1412	i	29	0%	-0.5	-0.22	-0.63	0.43	-17	-3	2.4	2.5	12
C=CCNC(=O)C12CCC(C)(C(=O)[C@H]1Br)C2(C)C (stereo partly specified)	2%	i	·	·	0.1	1235	i	29	11%	-0.34	-0.26	0.14	0.47	·	·	·	·	·
COc1ccc(NC(=O)C(c2ccc(OC)cc2)N(Cc2ccco2)C(=O)CC2NC(=O)NC2=O)cc1 (stereo unspecified)	-3%	i	i	-25	-1.0	1069	i	18	5%	-0.54	-0.28	-0.29	0.59	-1	13	1.3	1.5	6.0
CCC(=O)N1CCc2cc(S(=O)(=O)CCC(=O)Nc3c(C)n(C)n(-c4ccccc4)c3=O)ccc21	·	·	i	-2	·	·	i	23	·	2.4	0.15	1.7	-1.9	·	·	3.9	1.6	4.4
CC1(C)CC(=O)C=C(NCCCNC2CCCCC2)C1	-11%	i	i	6	-3.0	759	i	27	2%	-0.17	-0.25	0.0056	-0.072	9	-4	4.9	1.8	6.8
Cc1ccc(S(=O)(=O)NCC(=O)N2CCC(C)CC2)cc1	0%	i	i	-4	·	·	i	33	6%	-0.43	-0.19	-0.23	-0.07	16	3	3.9	2.2	0.7
CCOC(=O)Cc1c(C)c2c(C)nn(-c3ccccc3)c2oc1=O	-4%	i	i	-10	·	·	i	26	7%	2.6	-0.17	0.75	-1.6	7	10	3.7	1.7	8.8
Cc1ccc(CSC2=NCCN2C(=O)c2ccco2)cc1	-1%	i	·	·	2.3	1067	i	40	1%	3.9	0.21	3	-2.1	16	-3	6.3	1.4	4.1
c1ccc2sc(SCSc3nc4ccccc4s3)nc2c1	5%	i	·	·	1.5	1331	i	55	3%	-0.46	-0.003	-0.17	-0.51	·	·	·	·	·
O=C(O)CCCC(=O)Nc1cc([N+](=O)[O-])ccc1O	7%	i	i	13	-0.1	1110	i	37	7%	-0.26	-0.29	-0.079	0.44	-17	-8	1.5	2.0	1.6
COc1cc(NC(=O)Cn2ncc3c2-c2ccccc2OC3)cc(OC)c1OC	-2%	i	i	7	0.7	1171	i	21	5%	-1	-0.24	-0.6	0.4	7	-6	2.6	3.8	7.5
Cc1nc2ccccc2n1/C(=N/S(=O)(=O)c1ccc(Br)cc1)c1ccccc1	-1%	i	i	-11	-3.8	1230	i	59	-5%	-0.5	-0.21	-0.45	-0.098	0	-49	4.0	1.8	3.2
O=C(COc1cccnc1[N+](=O)[O-])N1CCN(S(=O)(=O)c2ccc3ccccc3c2)CC1	1%	i	i	-2	0.9	966	i	7	10%	-0.69	0.49	-0.36	-0.12	-9	-4	4.5	3.2	9.0
Cc1cc(C=C2C(=O)c3ccccc3C2=O)c(C)n1-c1ccc(C(=O)O)cc1	18%	i	i	-35	3.2	973	i	54	2%	0.77	-0.093	0.54	-0.56	6	-3	2.0	1.7	3.6
COc1ccc2c(c1)C(NC(C)=O)C(=O)N2CCc1ccccc1 (stereo unspecified)	-12%	i	i	-8	2.2	931	i	2	10%	-0.83	-0.2	-0.71	0.092	-4	-2	4.2	2.1	4.1
CCOC(=O)C1(Cc2ccccc2)CCN(Cc2cccn2-c2cccnc2)CC1	-5%	i	i	6	-1.6	991	i	48	3%	-0.31	-0.19	0.14	0.79	3	10	1.4	1.5	7.4
CCC(C)NC(=O)C1c2ccccc2Oc2ccccc21 (stereo unspecified)	0%	i	·	·	-1.6	1117	i	14	3%	3.8	-0.06	2.1	-2.1	·	·	·	·	·
COc1cc(CNc2nnnn2C)ccc1OCc1c(F)cccc1Cl	-3%	i	i	14	0.2	1489	i	10	-1%	-0.39	-0.09	-0.17	0.97	3	1	1.1	1.4	5.1
COc1ccc(NC(C)=O)cc1NC(=O)CN1CCN(C(=O)c2ccco2)CC1	-3%	i	i	20	0.1	1121	i	21	4%	-0.86	-0.17	0.22	0.8	-4	-1	3.1	1.6	2.9
CC(CC1C(C#N)=C(N)SC(N)=C1C#N)c1ccccc1 (stereo unspecified)	5%	i	i	-3	-0.9	1162	i	54	6%	-0.76	0.12	-0.34	0.53	-3	-5	1.3	1.6	6.1

# Continuation:
structure	M17LAP inhibition	Yfh1-off respiration	Autophagy HCS	Autophagy HCS cell loss 18 h	b-catenin transl	b-catenin transl cell count 5 µM	T cell HTS	T cell HTS vesicle-bound %	M1AAP inhibition	Dynein cargo inh	Dynein cargo inh cytoplasmic EGFP	Dynein cargo inh nuclear GR-EGFP	Dynein cargo inh cell count	WT yeast gro inh	WT yeast gro inh mutant strain	MT stabilize HCS	MT stabilize HCS Hoechst-high %	MT stabilize HCS cytotoxicity %
CC(C)(C)c1ccc(C(=O)c2c[nH]c(C(=O)NCc3ccco3)c2)cc1	1%	·	i	16	-0.2	1414	i	39	14%	-0.81	-0.18	0.24	1.7	2	-5	3.3	1.1	7.6
O=C(Nc1ccc(OC(F)F)c(Cl)c1)Nc1ccc2c(c1)OCO2	8%	i	i	-2	-0.5	1063	i	33	8%	-0.1	1.3	0.5	-1.2	28	17	2.7	1.4	4.5
Oc1c(/C=N/Nc2cccc3cccnc23)ccc2ccccc12	9%	i	i	-20	-0.7	993	i	37	2%	-0.73	-0.31	-0.67	1.1	10	6	2.6	2.5	2.3
O=C(CCC(=O)OCC(=O)c1ccccc1)Nc1cccc2cccnc12	10%	i	i	9	1.5	1281	i	35	9%	0.12	-0.22	0.6	-0.14	15	6	2.0	1.7	7.4
CC1=C(C(=O)OCC(C)C)C(c2cccc(F)c2)N2C(=O)C(C)SC2=N1 (stereo unspecified)	-8%	i	i	-8	-0.1	1014	i	29	0%	1.7	-0.37	1.1	-0.41	1	-1	7.1	1.9	16
Cc1c(NC(=O)CCC2CCCCC2)c(=O)n(-c2ccccc2)n1C	-4%	i	i	3	2.2	1261	i	65	4%	2.1	0.81	1.1	-1.7	-11	0	5.4	1.6	1.5
Cc1ccc(S(=O)(=O)NCC(=O)OCC(=O)Nc2ncc(Cl)cc2Cl)cc1	9%	i	i	2	1.3	1046	i	23	18%	-1.8	-0.19	-0.53	0.62	-14	-9	2.7	1.0	8.5
Cc1ccc(OCC(=O)NNC(=O)C2CCN(c3nccc(C)n3)CC2)cc1	-2%	i	i	11	0.7	1358	i	23	7%	1.3	0.66	0.46	0.4	-13	-14	2.1	1.2	3.8
CCN(CC)CCNc1nc(-c2cccs2)c(CC(=O)O)s1	1%	i	i	10	-3.8	1072	i	26	3%	1	-0.33	1	-0.61	-11	10	5.4	2.8	6.4
COc1cc(/C=N/N2C(=O)c3ccccc3NC2(C)c2cccc([N+](=O)[O-])c2)cc(Br)c1O (stereo unspecified)	5%	i	i	-16	0.8	1363	i	42	15%	-0.52	-0.2	-0.39	-0.62	39	23	1.4	0.7	3.6
CC(=O)NCCn1c(SCC(=O)NCC2CCCO2)nc2ccccc2c1=O (stereo unspecified)	8%	i	i	-5	3.6	526	i	51	-5%	2.2	-0.19	1.5	-1.4	16	6	2.2	2.0	3.9
O=C(Nc1ccccc1)N(Cc1ccccc1)CC(O)C(F)(F)F (stereo unspecified)	3%	i	i	0	·	·	i	44	1%	0.14	-0.23	-0.66	-0.29	19	8	2.2	2.4	9.2
Cc1nn(Cc2c(F)c(F)c(F)c(F)c2F)c(C)c1NC(=O)c1ccc(COc2ccccc2Cl)cc1	-12%	i	i	12	0.5	755	·	·	2%	-0.19	-0.14	0.21	0.63	-4	-34	2.8	1.5	4.9
C/C(=N\N1CCN(C)CC1)c1ccc(Cl)c(Cl)c1	0%	i	i	-4	1.2	1150	i	24	3%	-1.3	0.45	-0.58	0.24	-4	5	2.0	1.2	2.5
O=C(O)c1cccc(-c2ccc(/C=N/NC(=O)c3cccnc3)o2)c1	37µM*	i	i	-3	-1.7	548	i	25	21%	-0.16	-0.2	0.063	1.1	1	-6	2.8	2.5	1.6
Cc1ccccc1N1C(=O)c2ccccc2NC1c1ccncc1 (stereo unspecified)	-14%	i	i	-18	6.4	474	i	31	4%	-0.43	-0.22	0.042	-0.91	-1	12	4.0	1.8	6.1
CC(=O)c1ccccc1N(C(=O)Cn1nnc2ccccc21)C(C(=O)NCC1CCCO1)c1ccc(N2CCOCC2)cc1 (stereo unspecified)	2%	i	i	9	-2.5	1104	i	33	6%	0.69	-0.27	0.37	0.33	-10	1	5.1	2.1	7.5
